# SENP6 block: SENP6 protease inhibition; hit rate 1.8% among 330,000; AID 2599; Recombinant SENP6 catalytic domain, aminoluciferin luminescence; inhibition, % at 10 µM; Q9GZR1;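 active means inhibition above about 50% at the single tested dose, limit read from the data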;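 further: plate controls were DMSO wells with enzyme for no effect and DMSO wells lacking enzyme for full effect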
# PfG6PD inh: PfG6PD (Plasmodium falciparum) enzyme inhibition | PfGluPho enzyme, NADPH resazurin-diaphorase fluorescence | inhibition, % at 20 µM | hit rate 0.78% among 350,000 | AID 504690;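 active means inhibition reaching at least a set limit at 20 µM in the primary screen, cut at about 59% in these data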;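 further: 0% = DMSO wells with substrate and 100% = DMSO wells lacking glucose-6-phosphate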
# SENP8 block-1: inhibitors of human SENP8 protease; hit rate 0.64% among 360,000; recombinant SENP8, Nedd8 substrate fluorescence; AID 602440; inhibition, % at 20 µM; in the data active means inhibition mostly above about 40%, no sharp cut-off; inactive means mostly below about 27%
# Target sequence (Q96LD8 whole entry, looked up): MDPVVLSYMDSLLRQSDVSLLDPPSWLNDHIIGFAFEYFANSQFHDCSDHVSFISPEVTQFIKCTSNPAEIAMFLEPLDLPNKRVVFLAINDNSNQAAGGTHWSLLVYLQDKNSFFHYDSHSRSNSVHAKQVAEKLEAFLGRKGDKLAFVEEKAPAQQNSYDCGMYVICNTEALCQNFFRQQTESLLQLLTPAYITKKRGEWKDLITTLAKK
# HKDC1 inhibitor: inhibitors of human hexokinase HKDC1; inhibition, % at 20 µM; hit rate 0.16% among 340,000; recombinant HKDC1, G6PDH/diaphorase resazurin coupled fluorescence; Q2TB90; AID 493160;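 active means inhibition above about 35% when tested at 20 µM, limit read from the data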;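 further: plate controls were DMSO wells with enzyme for no effect and DMSO wells lacking enzyme for full effect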
# Target sequence (Q2TB90 whole entry, looked up): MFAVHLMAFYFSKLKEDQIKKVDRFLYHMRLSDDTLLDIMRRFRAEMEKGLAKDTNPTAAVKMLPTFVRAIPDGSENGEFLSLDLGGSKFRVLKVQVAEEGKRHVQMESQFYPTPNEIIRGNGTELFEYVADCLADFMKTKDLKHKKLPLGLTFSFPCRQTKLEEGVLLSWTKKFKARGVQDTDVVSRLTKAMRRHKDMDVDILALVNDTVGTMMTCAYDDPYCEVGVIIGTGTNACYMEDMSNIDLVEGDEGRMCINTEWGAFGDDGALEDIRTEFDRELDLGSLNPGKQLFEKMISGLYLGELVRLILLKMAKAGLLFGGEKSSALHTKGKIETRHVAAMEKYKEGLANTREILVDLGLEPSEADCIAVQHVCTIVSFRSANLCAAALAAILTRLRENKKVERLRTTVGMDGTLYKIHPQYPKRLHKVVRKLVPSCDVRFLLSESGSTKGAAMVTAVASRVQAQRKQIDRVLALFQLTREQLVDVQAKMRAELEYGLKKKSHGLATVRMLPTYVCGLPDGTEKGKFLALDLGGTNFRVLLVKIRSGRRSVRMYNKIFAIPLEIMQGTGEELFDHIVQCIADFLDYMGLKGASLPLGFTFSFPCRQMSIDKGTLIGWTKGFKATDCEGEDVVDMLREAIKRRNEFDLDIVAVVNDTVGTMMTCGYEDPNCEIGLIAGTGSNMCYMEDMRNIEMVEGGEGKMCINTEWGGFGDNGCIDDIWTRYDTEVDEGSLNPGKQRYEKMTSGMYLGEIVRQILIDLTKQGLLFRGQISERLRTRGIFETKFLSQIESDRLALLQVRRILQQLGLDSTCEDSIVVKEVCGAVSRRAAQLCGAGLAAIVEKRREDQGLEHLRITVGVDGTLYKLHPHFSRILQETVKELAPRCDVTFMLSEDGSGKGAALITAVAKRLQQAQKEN
#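 Assay system – recombinant HKDC1 (HK5) hexokinase enzyme, produced in-house · Input – HKDC1 at 5 µg/mL · Reagent – glucose plus 1 mM ATP as hexokinase substrates · Timing – 90 min reaction incubation at room temperature, dark · Measured by – G6PDH/diaphorase-coupled fluorescence, 1 mM NADP, 100 µM resazurin, 525/613 nm · Benchmarks – DMSO-enzyme wells negative, buffer-substituted wells positive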
# UBC13 polyUb: blocks human UBC13 polyubiquitin chain formation | P61088 | TR-FRET | inhibition, % at 20 µM | hit rate 0.47% among 330,000 | AID 485273; in the data active means inhibition above about 45%, passing the limit was not always enough
# SENP8 block-2: SENP8 protease inhibition. Q96LD8. purified SENP8, Z-RLRGG-aminoluciferin cleavage, luminescence. inhibition, % at 10 µM. hit rate 1.2% among 330,000. AID 2540; in the data active means inhibition above about 50%
# SENP1 FRET inh: SENP1 (human) catalytic domain inhibition | Q9P0U3 | recombinant SENP1 catalytic domain, CyPet-SUMO1-YPet FRET cleavage | inhibition, % at 10 µM | hit rate 0.21% among 360,000;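 active means inhibition at least 30% at 10 µM, raw YFP signal under a set limit, fluorescence ratio 0.5 to 1.5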;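 further: 0% = enzyme with DMSO and 100% = no enzyme wells; some results filed as inactive read as strong as hits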
#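 Compound: 10 µM single point, 0.5% DMSO; Test system: hSENP1 catalytic domain, recombinant; Timing: 50 min reaction at room temperature; Technique: FRET, CFP and YFP emission; Control set: no-enzyme wells low, DMSO-plus-enzyme wells high control.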
# beta cell repl: inducers of beta-cell replication in MIN6 cells. proliferation, % at 10 µM. MIN6 cells proliferation, ATPlite luminescence, 48 h; cells starved in 0.2% serum; 100% = growth in 10% serum. hit rate 0.29% among 330,000;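 active means compounds whose signal lies at least 3.5 SD above the mean of all wells on their plate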;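 further: 0% = DMSO-treated cells in low-serum medium and 100% = 10% serum control; some compounds called inactive have numbers as strong as hits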
# SENP7 inh: inhibitors of human SENP7 protease; Q9BQF6; recombinant SENP7, Z-RLRGG-aminoluciferin luminescence, 40 min; inhibition, % at 5 µM; hit rate 1.5% among 330,000;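 active means inhibition above about 50% at the single test dose, limit read from the data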;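 further: plate controls were DMSO with enzyme for no effect and no enzyme buffer wells for full effect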
# Active calls of the source: *; i = inactive.
[1] O=C(CSc1nc2ccccc2o1)NC(=O)NCc1ccccc1
[2] C=C(C)Cn1c(=O)c2c(nc3n2CCN3c2cccc(Cl)c2C)n(C)c1=O
[3] OC(COCCC12CC3CC(CC(C3)C1)C2)CN1CCCCC1 (stereo not given)
[4] CN(CCNC(=O)c1ccc(/C=N/O)nc1)Cc1ccccc1
[5] COc1cccc(NC(=O)CN(C)C(=O)c2cc3c(s2)CCCC3)c1
[6] COc1ccccc1NS(=O)(=O)c1cc(NC(=O)CNC(=O)c2ccccc2)ccc1C
[7] O=C(Nc1ccc([N+](=O)[O-])cn1)C1CCCCC1
[8] Cc1cccc(NC(=O)c2onc3c2CCCC3)n1

entry no.	1	2	3	4	5	6	7	8
SENP6 block	0	-25	-9	-14	-14	4	-9	95*
PfG6PD inh	-2	17	13	-2	-14	-25	7	9
SENP8 block-1	18	14	14	0	-8	8	14	4
HKDC1 inhibitor	-9	-3	-11	-7	3	-2	-7	-1
UBC13 polyUb	-2	3	7	-14	10	4	0	-3
SENP8 block-2	-1	1	-4	-9	8	3	-4	93*
SENP1 FRET inh	-3	0	0	2	-3	2	3	-1
beta cell repl	0	0	-3	3	-1	0	2	-4
SENP7 inh	-14	4	-10	-7	5	0	3	97*

# Random excerpt: three compounds from above.
[8] Cc1cccc(NC(=O)c2onc3c2CCCC3)n1
[6] COc1ccccc1NS(=O)(=O)c1cc(NC(=O)CNC(=O)c2ccccc2)ccc1C
[3] OC(COCCC12CC3CC(CC(C3)C1)C2)CN1CCCCC1 (stereo not given)

entry no.	8	6	3
SENP6 block	95*	4	-9
PfG6PD inh	9	-25	13
SENP8 block-1	4	8	14
HKDC1 inhibitor	-1	-2	-11
UBC13 polyUb	-3	4	7
SENP8 block-2	93*	3	-4
SENP1 FRET inh	-1	2	0
beta cell repl	-4	0	-3
SENP7 inh	97*	0	-10

# Other compounds.
[9] CC(C)CNS(=O)(=O)c1ccc(CCC(=O)N2CCC(C(N)=O)CC2)cc1
[10] Cc1cccc(NCC(O)Cn2cnc3c2c(=O)n(C)c(=O)n3C)c1 (stereo not given)
[11] O=C(NCC(=O)N1CCCCCCC1)c1ccc(Cl)cc1
[12] Cc1csc(C(=O)O)c1-c1c(C)csc1C(=O)O
[13] CCN1CCN(Cc2nc3ccc([N+](=O)[O-])cc3c(=O)n2-c2ccc(OC)cc2OC)CC1
[14] CC(=O)Nc1ccc(S(=O)(=O)N(C)CCOCc2ccccc2)cc1
[15] O=C(CSCc1ccccc1)N1CCN(Cc2ccc3c(c2)OCO3)CC1
[16] CC1(c2nnc(-c3ccc(F)cc3)o2)CC(c2ccc([N+](=O)[O-])cc2)=NO1 (stereo not given)

entry no.	9	10	11	12	13	14	15	16
SENP6 block	-7	-8	1	-12	7	0	-5	6
PfG6PD inh	-22	-1	-23	12	7	-2	-3	9
SENP8 block-1	-4	19	5	11	24	15	16	14
HKDC1 inhibitor	-8	7	-1	-5	-3	-3	2	-3
UBC13 polyUb	-5	-8	5	6	-13	2	-1	2
SENP8 block-2	-8	2	3	6	-10	-15	-9	0
SENP1 FRET inh	4	1	-1	2	-1	-1	-2	3
beta cell repl	0	-2	-1	0	-2	-4	1	-3
SENP7 inh	-1	1	11	8	-8	-3	6	6

[17] CCCCn1c(SCC(N)=O)nc2sc3c(c2c1=O)CCC3
[18] COc1ccc(Cn2nnnc2C(C(C)C)N2CCN(c3ccccc3OC)CC2)cc1 (stereo not given)
[19] C#C[C@]1(O)CC[C@H]2[C@@H]3CCc4cc(OC)ccc4[C@H]3CC[C@@]21C
[20] Cc1cc(N)c(-n2cc3c(=O)n(C)c(=O)n(C)c3c2)cc1C
[21] Cc1ccccc1S(=O)(=O)Nc1ncnc2sccc12
[22] Cc1cc(C)c(NC(=O)CS(=O)CC(=O)NC2CCCc3ccccc32)c(C)c1 (stereo not given)
[23] COCc1cc(C)nc(Nc2cc(C)ccc2C)c1C#N
[24] CCCN(CC(=O)Nc1ccccc1C)C(=O)c1ccc(S(=O)(=O)N2CCCC2)cc1

entry no.	17	18	19	20	21	22	23	24
SENP6 block	0	-7	-2	40	6	-1	-18	-10
PfG6PD inh	4	-10	1	16	-9	4	-9	5
SENP8 block-1	-1	17	7	i	-15	1	-98	7
HKDC1 inhibitor	-4	4	0	6	-3	-4	4	5
UBC13 polyUb	-12	-6	-4	0	-9	2	8	0
SENP8 block-2	3	0	0	23	-5	-4	1	-8
SENP1 FRET inh	-5	1	-2	-26	-30	2	-4	2
beta cell repl	0	-2	-3	-2	2	0	-2	-1
SENP7 inh	-4	3	-3	7	-9	-2	1	-7

[25] Cc1cc(C)c(NC(=O)C2CCN(C(=O)c3ccco3)CC2)c(C)c1
[26] Cc1ccc(-c2nc(SCC(=O)Nc3cc(C)on3)c3c(=O)n(C)c(=O)n(C)c3n2)cc1
[27] CCCC(=O)Nc1ccc(C(=O)N/N=C/c2ccc([N+](=O)[O-])o2)cc1
[28] O=C(NCCN1CCCC1)c1cccc(Cl)c1
[29] Cc1nc2cc(NS(=O)(=O)c3cccc(F)c3)ccc2s1
[30] CCOC(=O)c1cnc(N2CCOCC2)[nH]c1=O
[31] O=C1CC(Nc2ccccc2)C(=O)N1Cc1ccccc1 (stereo not given)
[32] COc1ccc(NC(=O)CNS(=O)(=O)c2ccc(Cl)cc2)cc1OC

entry no.	25	26	27	28	29	30	31	32
SENP6 block	-12	19	21	8	0	-9	-12	-4
PfG6PD inh	3	-8	11	-1	42	-5	7	-3
SENP8 block-1	16	-20	34	14	13	9	10	14
HKDC1 inhibitor	2	-7	-3	-6	-12	-6	-1	-4
UBC13 polyUb	-3	-2	-23	3	0	-2	8	0
SENP8 block-2	-8	-1	-4	-5	3	3	2	-2
SENP1 FRET inh	-2	-1	0	-2	0	1	1	-1
beta cell repl	-2	-4	-5	-2	-2	0	-1	1
SENP7 inh	-5	-7	0	-2	4	1	4	5

[33] Cc1oc(CC(C)C)cc1C(N)=O
[34] CC(C)n1c(SCC(=O)NC2CC2)nnc1-c1ccco1
[35] COC(=O)c1ccc(CN2C(=O)c3ccccc3C2=O)o1
[36] Cc1ccccc1C(=O)NCC(C)NC(=O)c1ccccc1C (stereo not given)
[37] O=C(c1cccs1)N1CCN(S(=O)(=O)c2cccc(Cl)c2Cl)CC1
[38] O=C(CSCc1ccccc1Br)N/N=C/c1ccc(OCC(=O)N2CCCCC2)cc1
[39] O=C(COC(=O)CCOc1ccccc1)Nc1cc(S(=O)(=O)N2CCCCC2)ccc1Cl
[40] Cc1cc(C)n(C(=O)CNC(=O)c2ccccc2F)n1

entry no.	33	34	35	36	37	38	39	40
SENP6 block	-13	-10	-6	-25	-15	-15	-5	-7
PfG6PD inh	-5	3	-2	9	-6	-12	-3	-20
SENP8 block-1	18	11	10	6	8	13	14	8
HKDC1 inhibitor	-10	-5	-3	-2	1	-4	2	-3
UBC13 polyUb	-6	4	4	0	-1	4	-1	8
SENP8 block-2	-11	0	-2	-7	-9	-6	-5	-17
SENP1 FRET inh	0	0	0	1	0	5	3	0
beta cell repl	-1	-4	0	1	-1	0	2	3
SENP7 inh	-5	-4	-5	-5	3	-4	1	-6

[41] CC(=O)Nc1sc2c(c1C(c1ccccc1)N1CCOCC1)CCCC2 (stereo not given)
[42] CN1CC(=O)N(CC(=O)Nc2ccc3c(c2)CCC3)C1=O
[43] O=C(O)CNS(=O)(=O)c1ccc2c(c1)C(=O)c1cc(S(=O)(=O)NCC(=O)O)ccc1-2
[44] COc1ccc(-c2coc3c(C)c4oc(=O)c(CCC(=O)O)c(C)c4cc23)cc1
[45] CCOC(=O)N1CCN(C(=S)NC(=O)c2ccnn2C)CC1
[46] O=C(NN1CCOCC1)c1cccc(F)c1
[47] CCCCCN(C(=O)CCCSc1nncs1)c1c(N)n(CCCC)c(=O)[nH]c1=O
[48] COc1ccc(C(=O)/C=C/N(C)C)cc1

entry no.	41	42	43	44	45	46	47	48
SENP6 block	3	-3	6	-14	-14	-16	3	3
PfG6PD inh	9	-12	-25	24	6	-1	-7	-1
SENP8 block-1	16	2	5	-201	10	23	5	15
HKDC1 inhibitor	-8	0	0	16	-4	3	-4	4
UBC13 polyUb	-2	15	-7	-10	-9	-4	-5	-9
SENP8 block-2	-2	-10	15	3	-8	-1	0	-1
SENP1 FRET inh	-1	1	4	-21	1	0	1	-28
beta cell repl	2	-3	5	-4	0	-1	-1	-3
SENP7 inh	5	4	1	5	-15	3	3	4

[49] O=C(CCSc1nnc(-c2ccncc2)o1)Nc1ccccc1
[50] COC(=O)c1ccc(-c2c(-c3ccccc3)ncc3cc(F)ccc23)cc1
[51] Cc1ccc(NC(=O)O/N=C/c2ccc(N(C)C)cc2)cc1
[52] Cc1ccc(-c2onc(C)c2C)cc1S(=O)(=O)N1CC(C)Oc2ccccc21 (stereo not given)
[53] COc1cc(C(c2sc3nc(C)nn3c2O)N2CCc3ccccc3C2)cc(OC)c1OC (stereo not given)
[54] COc1ccc(-c2csc3ncnc(NCCCO)c23)cc1
[55] O=C(c1c(F)c(F)c(F)c(F)c1F)N(Cc1ccccc1)Cc1ccccc1
[56] Cc1ccc(S(=O)(=O)c2c(C)nn(C(C)(C)C)c2OC(=O)c2ccco2)cc1

entry no.	49	50	51	52	53	54	55	56
SENP6 block	3	-8	-3	1	-12	-7	5	-13
PfG6PD inh	-1	1	22	9	-15	-11	-14	-7
SENP8 block-1	9	-96	-65	13	-4	20	28	33
HKDC1 inhibitor	0	9	-3	9	-5	1	2	3
UBC13 polyUb	-4	-3	-12	1	10	-9	-2	-6
SENP8 block-2	3	-11	14	-6	7	-10	2	0
SENP1 FRET inh	2	2	2	1	1	0	1	2
beta cell repl	-1	-7	-5	-7	-1	0	-7	-3
SENP7 inh	9	-5	0	0	-2	-4	16	1

# Exported tab-delimited: entries from further up.
No.	Compound	SENP6 block	PfG6PD inh	SENP8 block-1	HKDC1 inhibitor	UBC13 polyUb	SENP8 block-2	SENP1 FRET inh	beta cell repl	SENP7 inh
52	Cc1ccc(-c2onc(C)c2C)cc1S(=O)(=O)N1CC(C)Oc2ccccc21 (stereo not given)	1	9	13	9	1	-6	1	-7	0
53	COc1cc(C(c2sc3nc(C)nn3c2O)N2CCc3ccccc3C2)cc(OC)c1OC (stereo not given)	-12	-15	-4	-5	10	7	1	-1	-2
54	COc1ccc(-c2csc3ncnc(NCCCO)c23)cc1	-7	-11	20	1	-9	-10	0	0	-4

# The results go on.
[57] CC1(C)OC(c2ccccc2)=C/C(=C/C=Nc2ccccc2)O1
[58] CCOc1ccc(Br)cc1S(=O)(=O)N1CCC(C(N)=O)CC1
[59] COc1ccc(NC(=O)c2cc(S(=O)(=O)N3CCCC3)ccc2OC)cc1
[60] CCCCCC(=O)Nc1cccc(C2=NOC3(C2)C[C@H](C(N)=O)N(C(=O)CC)C3)c1 (stereo not given in full)
[61] Cc1ccc2nc(SCC(=O)N3CCOCC3)[nH]c2c1
[62] COc1cc2ccccc2cc1C(=O)N(CCN(C)C)c1nc2c(F)cc(F)cc2s1

entry no.	57	58	59	60	61	62
SENP6 block	12	-1	-10	-10	1	-6
PfG6PD inh	7	-4	9	-7	-10	15
SENP8 block-1	-93	10	14	15	32	-2
HKDC1 inhibitor	1	0	-6	-5	-2	3
UBC13 polyUb	-4	20	-5	3	1	4
SENP8 block-2	6	-6	-21	-2	-7	2
SENP1 FRET inh	-19	-2	1	2	-3	0
beta cell repl	-2	-2	1	0	1	-6
SENP7 inh	1	-2	-13	3	-3	-3
